# Screening results: PubChem BioAssay, several laboratories
# TCR-CD3 inh = inhibitors of human TCR-CD3 interaction, primary screen, biochemical, fluorescence, TAMRA-labeled TCR probe; T-cell receptor (TCR); inhibition, % at 9.4 µM; actives 0.37% (n = 360,000); AID 651800, 2012; in the data active = inhibition above about 19%;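 also: recombinant mutant TCR 2C K166C tagged with TAMRA read by polarization; 0% = receptor in buffer alone and 100% = receptor with positive control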
# ABHD4 inh = ABHD4 inhibitors, primary screen, biochemical, fluorescence polarization, mouse; (Lyso)-N-acylphosphatidylethanolamine lipase (Mus musculus), Q8VD66; purified mABHD4, FP-Rh probe fluorescence polarization; inhibition, % at 8.92 µM; actives 0.54% (n = 370,000); AID 720543, 2013;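 active = inhibition exceeding the mean over every tested compound plus 3 SD, cut at about 30% in these data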;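 also: 0% = plate median of compound wells and 100% = S159A mutant with DMSO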
#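 System: mouse ABHD4 enzyme, wild type / Medium: HEPES pH 7.0, NaCl, Pluronic buffer / Reagent: FP-Rh activity-based fluorescent probe / Control set: S159A mutant high control, sample median low control / Detection: fluorescence polarization with parallel and perpendicular emission, 525/598 nm / Schedule: 45 min + 60 min at 25 °C / Compound dosing: 8.92 µM, single dose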
# TDP2 absorb = human TDP2 enzyme inhibitors, primary screen, biochemical, epi absorbance, recombinant enzyme; inhibition, % at 12.8 µM; actives 0.34% (n = 370,000); T5PNP hydrolysis, p-nitrophenol absorbance 415 nm; AID 720702, 2013;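 active = inhibition above the mean of all tested compounds plus 3 SD, set per campaign, cut at about 25% in these data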;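 also: 0% = DMSO with enzyme and 100% = buffer with substrate but no TDP2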
# Target sequence (O95551 whole entry, looked up): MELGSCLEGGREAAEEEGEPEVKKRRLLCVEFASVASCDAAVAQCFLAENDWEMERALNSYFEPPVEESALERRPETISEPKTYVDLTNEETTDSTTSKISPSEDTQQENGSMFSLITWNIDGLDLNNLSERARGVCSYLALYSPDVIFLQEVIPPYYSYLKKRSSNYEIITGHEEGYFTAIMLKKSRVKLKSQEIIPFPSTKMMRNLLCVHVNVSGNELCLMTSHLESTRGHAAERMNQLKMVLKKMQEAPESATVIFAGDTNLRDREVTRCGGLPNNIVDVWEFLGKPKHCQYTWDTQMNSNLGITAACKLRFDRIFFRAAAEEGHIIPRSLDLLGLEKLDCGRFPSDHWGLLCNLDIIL
#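 Assay system: recombinant human TDP2 / Reagent: T5PNP substrate at 5 mM, a TopII-DNA adduct mimic / Measured by: epi absorbance from released p-nitrophenol / Evaluation: % inhibition relative to enzyme-containing and enzyme-free wells / Control set: enzyme-free and DMSO wells / Replicates: each compound tested once, singlicate / Schedule: enzyme reaction with compound for 2 h at 37 °C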
# SIAE inh = human SIAE inhibitors, primary screen, biochemical, fluorescence polarization, FP-Rh probe, 1536-well HTS; SIAE FP-Rh probe binding; inhibition, % at 9.66 µM; Sialate O-acetylesterase (Homo sapiens), Q9HAT2; actives 0.69% (n = 370,000);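 active = inhibition above a cutoff: mean of compounds within the control limits plus 3 SD of those, cut at about 17% in these data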;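 also: 0% = plate median of compound wells and 100% = probe without SIAE protein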
# MBD2 inh = inhibitors of MBD2 binding to methylated DNA, primary screen, biochemical, TR-FRET, DNA-binding domain, human; MBD2 binding to methylated oligonucleotide; inhibition, % at 4.4 µM; actives 0.31% (n = 370,000); AID 686964, 2013; in the data active = inhibition above about 13%
# LEDGF integ inh = blockers of LEDGF/p75-dependent integrase strand transfer – biochemical, TR-FRET, high throughput, primary screen; AID 743269, 2014; inhibition, % at 3.7 µM; TR-FRET IN-LEDGF/p75 DNA integration, Eu/Cy5; actives 0.64% (n = 370,000); HIV-1 integrase (with human LEDGF/p75);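 active = inhibition above the screen-wide mean plus 3 SD, cut at about 13% in these data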;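 also: signal is the Cy5 over europium emission ratio at 671 and 618 nm; 0% = plate median of compound wells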
# NPR2 activator = human GC-B receptor activators, primary screen, HEK293 GC-B cells, cGMP TR-FRET, EC30 CNP. activation, % at 10 µM. Atrial natriuretic peptide receptor 2 (Homo sapiens), P20594. 0% at EC30 CNP, 100% saturating CNP. actives 0.11% (n = 370,000);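 active = activation at 10 µM reaching about 35% in either raw or pattern-adjusted values, limit read from the data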
# PRMT1 FP inh = PRMT1 methyltransferase inhibitors, primary screen, biochemical, fluorescence polarization; Protein arginine N-methyltransferase 1 (Homo sapiens), Q99873; recombinant PRMT1, activity-based probe fluorescence polarization; inhibition, % at 2.79 µM; actives 1.3% (n = 370,000); AID 652257, 2013;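 active = inhibition above about 21% made by adding two undisclosed values, limit read from the data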
# Target sequence (Q99873 whole entry, looked up): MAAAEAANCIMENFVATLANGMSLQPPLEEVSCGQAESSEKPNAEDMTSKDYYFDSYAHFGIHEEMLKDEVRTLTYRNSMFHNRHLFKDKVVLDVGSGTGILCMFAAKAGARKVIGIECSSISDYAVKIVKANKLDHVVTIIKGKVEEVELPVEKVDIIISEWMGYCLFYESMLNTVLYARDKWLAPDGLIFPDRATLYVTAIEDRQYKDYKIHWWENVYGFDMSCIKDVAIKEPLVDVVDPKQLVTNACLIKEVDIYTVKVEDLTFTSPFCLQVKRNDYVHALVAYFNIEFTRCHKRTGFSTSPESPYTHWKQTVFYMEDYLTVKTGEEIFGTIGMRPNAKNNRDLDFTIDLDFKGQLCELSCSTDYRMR
# rCAG binder = binders of r(CAG) RNA repeats, primary screen, biochemical, fluorescence. r(CAG) RNA repeat, TO-PRO-1 dye displacement fluorescence. inhibition, % at 3 µM. actives 1.3% (n = 370,000). AID 651821, 2012;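 active = inhibition above the plate cutoff, the mean of all test compounds on that plate plus 3 SD, cut at about 35% in these data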;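 also: 0% = DMSO alone and 100% = 100 µM mitoxantrone as full dye displacement; higher means more dye released from RNA so lower well fluorescence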
# HTRA1 inhibitor = HTRA1 serine protease inhibitors, primary screen, biochemical, fluorescence polarization, HTS; Q92743; recombinant HTRA1, FP-rhodamine activity-based probe; inhibition, % at 5.96 µM; AID 504803, 2011; actives 0.5% (n = 340,000); in the data active = inhibition above about 36%;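 also: 0% = enzyme with DMSO and 100% = wells lacking enzyme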
# Starred values were filed as active, the others as inactive; x = not tested or not shown.
SMILES,TCR-CD3 inh,ABHD4 inh,TDP2 absorb,SIAE inh,MBD2 inh,LEDGF integ inh,NPR2 activator,PRMT1 FP inh,rCAG binder,HTRA1 inhibitor
CC(=O)OCC(C)n1c(=O)c2ccccc2n1C(C)=O (stereo not given),0,-2,0,2,-2,1,2,-4,1,x
CCOC(=S)N/C(=N\S(=O)(=O)c1ccc(C)cc1)c1ccccc1,6,5,-8,9,2,-2,0,-1,1,11
Cc1nn(CC(=O)NCCCN2CCCCC2)c(=O)c2cc(-c3ccccc3)nn12,13,1,-12,2,-2,-1,2,-6,-4,-1
COc1ccc(/C=N/NC(=O)c2cc(Br)ccc2O)cc1Cn1cc(Cl)cn1,11,-6,-2,-6,-4,2,-5,3,31,-5
O=C(Cn1nc(C(=O)O)c2ccccc2c1=O)NCCC1=CCCCC1,1,2,-5,4,-7,1,-2,1,3,3
CCCOc1ccc(C(=O)O/N=C(\CC)c2ccc(C)cc2)cc1,-2,4,-1,0,6,0,7,0,-2,-3
CCn1c(SC(C)C(=O)NC2CCCc3ccccc32)nnc1-c1cccs1 (stereo not given),-5,-16,-9,3,5,-2,-2,0,0,-1
CC(C)CCNC(=O)C1CCC(=O)N1C(C)C (stereo not given),5,4,-16,4,2,1,1,1,2,2
Cc1nc(CSc2nnc(Nc3cccc(C)c3C)s2)cs1,-2,8,10,2,-3,1,1,0,-6,-1
O=C(C[n+]1ccc(/C=C/c2ccccc2)cc1)c1ccc2c(c1)OCCO2,11,6,4,-3,-5,5,5,1,16,17
Cc1ccccc1CNC(=O)CN1CCCc2ccccc21,x,-3,10,3,2,3,-1,-6,1,x
CC1CCN(CCC(=O)Nc2ccc(F)c(F)c2)CC1,1,0,-8,0,5,6,2,0,5,0
CC(=O)N1CC(=O)N=C1SCC(=O)Nc1nc(-c2ccccc2)c(-c2ccccc2)s1,6,-10,-5,-6,0,3,-5,2,6,-1
O=C(Nc1ccc(O)cc1C(=O)O)c1ccc(NC(=O)c2ccco2)cc1,-3,9,-9,-39,-1,-7,3,19,20,2
CN(C(=O)c1cccc(NC(=O)Cc2ccc(NC(=O)C3CCN(C(=O)C4CC4)CC3)cc2)c1)C1CCCCC1,6,4,5,5,-2,-3,6,-1,6,1
COc1cc(/C=C/C(=O)O)cc(S(=O)(=O)Nc2ccccc2Oc2ccccc2)c1OC,2,12,-7,-4,1,5,4,-1,25,-4
Clc1ccc(Oc2nc3ccccc3n3cccc23)cc1,-5,-4,-3,-1,3,-2,-2,1,0,-2
O=C(CSc1n[nH]c(=O)[nH]c1=O)c1ccccc1[N+](=O)[O-],-1,8,0,-1,-2,-1,4,16,0,5
COc1ccc2c(CC(=O)Nc3ccc(OC)c(NS(=O)(=O)c4ccc(F)cc4)c3)coc2c1,1,0,5,5,-2,-2,4,2,22,-9
COc1ccccc1NC1=C(C)C(=O)CC1,0,-17,5,-7,11,0,6,3,8,14
CCCC(=O)Nc1c(-c2cccs2)c(=O)c2ccccc2n1C,6,-6,2,4,1,-2,5,-1,4,7
O=C(CCCSc1nc(-c2ccco2)cc(C(F)(F)F)n1)NCC1CCCO1 (stereo not given),-1,-4,-1,11,-3,1,2,3,1,-6
Cc1cc(C)c(Nc2cc(S(=O)(=O)O)c(N)c3c2C(=O)c2ccccc2C3=O)c(C)c1,6,77*,-6,35*,1,-3,-35,15,94*,66*
COc1ccc(NC(=O)CSc2ncnc3c2cnn3Cc2ccccc2)cc1,2,-9,-18,-8,-4,7,-2,-2,0,1
NC(=O)c1ccccc1N/C=C/C(=O)c1ccccc1,3,0,-9,-3,-2,0,-5,0,5,-7
O=C1C2C3C=CC(CC3)C2C(=O)N1c1ccc(Cl)cc1Cl (stereo not given),6,3,-9,-3,-1,-2,9,-2,-5,0
CC(C(=O)Nc1ccccc1)N1C(=O)c2ccccc2C1=O (stereo not given),0,4,4,-4,-1,-3,-6,1,-3,-10
COc1ccc(CSc2nnc(C)n2N)cc1[N+](=O)[O-],-1,5,-5,0,-5,-6,7,4,1,-2
CC(C)Cc1nnc(NC(=O)CSc2nc(O)c(-c3ccccc3)c(=O)[nH]2)s1,2,5,9,5,-4,0,6,-3,0,-8
COc1ccc2nc(Nc3ccccc3)sc2c1,10,9,7,7,-4,0,-2,-5,3,-1
CN(c1ccc(C(=O)N2CCN(Cc3ccc4c(c3)OCO4)CC2)cc1)S(C)(=O)=O,0,-5,1,-14,-3,-2,1,-3,-6,-1
CCn1cc(Br)c(C(=O)Nc2nccs2)n1,3,5,-6,-3,1,2,-2,1,0,4
COc1c(F)c(F)c(C(=O)O)c(Nc2ccc(C)cc2)c1F,1,2,4,4,2,-1,1,1,4,9
Cc1cc(C)nc(NCc2ccc(Cl)cc2)n1,5,6,8,-2,-4,-3,-4,-2,-3,-1
Cc1ccccc1N=Cc1cc2c(cc1[N+](=O)[O-])OCO2,-3,29,10,9,-1,0,-4,5,10,31
O=C1/C(=C\c2ccccn2)SC(=S)N1c1ccc(S(=O)(=O)Nc2nccs2)cc1,8,18,22,7,-1,0,4,5,65*,-3
CCCCC1=CC2=C(c3ccco3)C(=O)C(C)(OC(=O)c3ccc(OC)cc3)C(=O)C2=CN1CCc1ccccn1 (stereo not given),5,14,-4,2,-2,2,3,10,4,11
CCC(=O)N1CCC1(C)C(=O)Nc1cc(-c2ccccc2)nn1C (stereo not given),5,-2,-1,-3,0,5,-1,-2,1,x
Cc1cccc(N2C(=O)c3cccc(Oc4ccc(Cl)cc4)c3C2=O)c1,-2,8,-5,-8,1,-3,0,-2,-3,-4
Cc1cc(Cl)cc(Br)c1OCCCCn1cncn1,-4,5,8,-1,6,2,-3,4,-9,2
O=C(/C=C\c1ccc2c(c1)OCO2)Nc1nnc(SCC(=O)OCc2ccccc2)s1,1,2,3,-3,-3,4,-3,-4,4,x
CSc1nncn1/N=C/c1cc(Cl)ccc1F,-4,11,-12,4,-2,-2,-2,4,3,-1
CCN1C(=O)[C@@H]2[C@@H](c3ccc(-c4ccc(C(C)=O)cc4)c(OC)c3)N3CCC[C@@]3(C(=O)OC)[C@@H]2C1=O,3,-1,-1,4,-4,0,1,-2,-1,0
CCc1ccc(C(C(=O)NC2CCCCC2)N(C(=O)c2csnn2)C2CC2)cc1 (stereo not given),8,3,-6,-1,0,0,-6,-2,-3,-3
CNc1cncc(-c2ccc(OC)cc2OC)n1,5,1,-8,0,-3,2,-2,-4,2,x
O=C(c1ccc(-c2ccccc2)cc1)N1CCCC1,7,0,-6,-2,6,-1,3,3,-3,-3
Cc1cc(=O)n2c3ccccc3n(CC(O)CN3CCN(CCO)CC3)c2c1C#N (stereo not given),4,3,-2,-1,0,3,-1,0,-3,1
COc1ccc(/C=N/NC(=O)Cn2nc([N+](=O)[O-])cc2C)c(OC)c1OC,-9,-8,-3,-1,-6,0,-5,0,-5,4
Cc1c(NC(=O)c2ccc3ncccc3c2)c(=O)n(-c2ccccc2)n1C,5,2,15,-1,-2,-3,-2,-1,0,0
CC(C)C(=O)N1CCN(c2nc(-c3ccccc3)c3c(c2C#N)CCCC3)CC1,-4,-2,1,6,2,4,0,5,-2,-3

# The list goes on.
SMILES,TCR-CD3 inh,ABHD4 inh,TDP2 absorb,SIAE inh,MBD2 inh,LEDGF integ inh,NPR2 activator,PRMT1 FP inh,rCAG binder,HTRA1 inhibitor
O=C1CC(c2ccccc2)CC(O)=C1C=NC1CCCCCC1 (stereo not given),1,4,4,6,1,-2,-4,1,-7,0
COc1ccccc1N=c1oc2cc(O)ccc2cc1C(N)=O,0,-9,-20,-8,-1,0,4,-2,40*,-3
Nc1c(C(=O)c2ccc(Cl)cc2)sc2nsc(SCCN3CCOCC3)c12,-4,0,-5,7,-1,1,1,0,0,2
O=C1CC(c2ccc(S(=O)(=O)Nc3cc(C(F)(F)F)cc(C(F)(F)F)c3)cc2)CN1 (stereo not given),-8,-8,-6,-8,6,1,5,11,27,-9
C#CCNC(=O)C[C@H]1C[C@@]2(C(=O)OC)C(=C[C@H](C3CCCC3)O[C@@H]2C)N(Cc2cccc3ccccc23)C1=O,x,-10,1,-3,-2,2,-21,-4,5,x
Cc1nc2ccc(NC(=O)c3nn(CC(C)C)c(=O)c4ccccc34)cc2s1,6,-33,-13,-21,0,-1,4,3,3,-75
Cc1nc(Cl)c(C(=O)NC(=O)Nc2cccc(C(F)(F)F)c2)c(C)c1[N+](=O)[O-],0,6,2,-1,1,0,1,-1,-1,4
O=C(Nc1ccc(C2CCCCC2)cc1)C1CCN(c2ncccn2)CC1,0,2,1,0,0,1,1,-2,2,-1
O=C(CSc1ccc2nnc(-c3ccccn3)n2n1)Nc1ccc(F)cc1,-2,0,15,-7,0,2,5,-5,4,2
CN(Cc1ccccc1)Cc1c(F)cccc1F,2,14,14,-9,-1,4,2,-4,0,1
CCCCCCCCn1c2c(c(=N)c3ccccc31)CCC2,7,7,-8,-2,-7,0,2,-1,14,x
COCCN1C(=O)c2oc3cc(C)c(C)cc3c(=O)c2C1c1ccc(O)cc1 (stereo not given),-2,5,-7,2,6,2,5,-1,-2,-1
N#Cc1c(NC(=O)c2nc3ncccn3n2)sc2c1CCCCC2,0,0,-20,-6,-5,-2,-5,0,5,-5
O=C(COc1ccccc1Cl)Nc1cc(NC(=O)COc2ccccc2Cl)cc(C(=O)O)c1,1,-1,3,-28,0,2,-2,3,9,0
Cc1ccccc1-n1nnnc1SCc1ncc(-c2ccccc2)o1,-6,-17,7,1,1,4,-7,-1,-3,-26
COc1ccc(-c2nc(NC(=O)c3ccc(OCC(=O)N4CCOCC4)c(OC)c3)sc2C)cc1,9,-1,1,-2,5,1,3,-4,-2,2
CCn1c(=O)n(CC(=O)N(C)Cc2ccccc2)c(=O)c2ccccc21,6,-5,4,11,-7,5,5,-2,-9,12
O=S(=O)(c1cccc(COc2c(Cl)cccc2Cl)c1)N1CCOCC1,1,-3,-13,-1,-2,3,4,2,-3,-15

# This is a subset; count on the stated rates, not on these rows.
